Assay outcomes from PubChem.
DAGLB inh = DAGLB lipase inhibitors, primary screen, biochemical, fluorescence, HTS; Diacylglycerol lipase-beta (Homo sapiens), Q8NCG7; HEK293T DAGLB membrane lysate, EnzChek fluorogenic substrate; inhibition, % at 5.17 µM; hit rate 0.059% among 340,000; AID 504411, 2011; in the data active means inhibition above about 34%;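 further: 0% = enzyme with vehicle and 100% = wells lacking enzyme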
PvdQ inh = P. aeruginosa PvdQ acylase inhibitors, primary screen, biochemical, fluorescence, plate reader and imaging, single point; inhibition, % at 10 µM; hit rate 0.063% among 340,000; purified PvdQ acylase; PvdQ acylase [Pseudomonas aeruginosa LESB58]; in the data active means inhibition above about 30%, passing the limit was not always enough;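 further: 0% = vehicle neutral wells and 100% = reference inhibitor wells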
Keap1 Nrf2 FP = Keap1-Nrf2 protein-protein interaction inhibitors, primary screen, biochemical, fluorescence polarization, single point; Keap1 Kelch-Nrf2 peptide fluorescence polarization, 1536-well; inhibition, % at 9.4 µM; hit rate 0.15% among 340,000; in the data active means inhibition above about 12%;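 further: human Keap1 Kelch domain with fluorescein labeled Nrf2 9mer peptide probe; 0% = neutral control wells and 100% = peptide positive control; higher means more block of Keap1 binding to Nrf2 peptide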
SR-BI DiI inh = inhibitors of SR-BI mediated HDL lipid uptake, primary screen, ldlA[mSR-BI] cells, fluorescence, single point | ldlA[mSR-BI] CHO cells, DiI-HDL uptake fluorescence, 3 h | inhibition, % at 12.5 µM | hit rate 0.96% among 320,000;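 active means mean replicate inhibition of at least 70% and a set share of replicates each scoring 70 or more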;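 further: 0% = median of neutral control wells and 100% = median of positive control wells; values of inactives mirror those of a sister screen read the other way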
PKA-R2B activ = activators of PKA-R2B holoenzyme, primary screen, biochemical, fluorescence polarization, Cy5-IP20, human | PKA-R2B holoenzyme dissociation; R2B truncated from residue 108, S112A mutant; 0% DMSO only, 100% 113 µM cGMP | activation, % at 11.4 µM | hit rate 0.079% among 340,000 | AID 504700, 2011;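 active means activation above a cutoff set at the mean over all compounds plus 3 SD, cut at about 18% in these data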;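 further: higher means more holoenzyme dissociation and a rise in polarization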
LANA DNA inh = inhibitors of KSHV C-LANA binding to DNA, primary screen, biochemical, fluorescence polarization, FAM-LBS DNA, MBP-C-LANA, single point; Kaposi's sarcoma herpesvirus LANA C-terminal domain (residues 932-1162) DNA binding; inhibition, % at 9 µM; hit rate 0.078% among 340,000;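 active means highest replicate inhibition at or above 60% at 9 µM, even if other replicates fall short; inactive means all replicates below 60% inhibition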;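 further: 0% = neutral control wells and 100% = 4 µM acridine orange control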
SR-BI uptake up = activators of SR-BI mediated DiI-HDL uptake, primary screen, ldlA[mSR-BI] CHO cells, DiI fluorescence. 3 h; 100 = double the neutral-control signal. activation, % at 12.5 µM. hit rate 0.096% among 320,000. AID 504775, 2011;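 active means mean replicate activation of at least 60% and every replicate at or above 60%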;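 further: 0% = median plate neutral-control signal and 100% = twice that signal; values of inactives mirror those of a sister screen read the other way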
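Test system: SR-BI-overexpressing, LDLR-lacking CHO cells; Medium: Ham's F12 with 0.5% BSA, HEPES 25 mM, pH 7.4; Schedule: 3 h, 37 °C; Technique: bottom-read fluorescence, 550/595 nm.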
Arr AP2 block = inhibitors of beta-arrestin/AP2 binding, primary screen, biochemical, GPCR trafficking, flow cytometry | beta-arrestin 1 C-terminal peptide binding to AP2 beta2-adaptin appendage (human) | FITC-arrestin peptide / GST-AP2 beads; AP2 beta2 appendage carries R879A mutation | inhibition, % at 10 µM | hit rate 0.31% among 340,000 | AID 504490, 2011;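 active means inhibition above a set limit, near 3 SD of compounds lacking own fluorescence, cut at about 54% in these data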;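 further: plate controls were DMSO wells for no effect and 5 µM unlabelled arrestin peptide for full effect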
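System: GST-tagged AP2 beta2-adaptin appendage (R879A) on 4 µm glutathione beads / Reagent: FITC-arrestin peptide, 50 nM / Detection: HyperCyt-sampled flow cytometry, FL1 channel, ex 488/em 535 nm / Timing: 12 min plus 1 h, RT / Buffer or medium: PBS plus Tween 20 (0.05%) and BSA (0.1%)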
Cardiac RTF inh = cardiac RTF calcium sensitivity inhibitors, primary screen, biochemical, IANBD-TnC fluorescence, EC70 calcium; Troponin I, cardiac muscle (Homo sapiens) + Troponin T, cardiac muscle (Homo sapiens) + …; IANBD-labeled cardiac RTF, Ca2+ fluorescence; inhibition, % at 7.15 µM; hit rate 0.12% among 340,000;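 active means inhibition above the mean inhibition of all tested compounds plus 3 SD, cut at about 17% in these data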;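 further: assay run at fixed EC70 calcium of 1.6 mM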
NSD2 inh = NSD2 histone methyltransferase inhibitors, primary screen, biochemical, AlphaScreen, single concentration, set 2. NSD2 peptide methylation, 120 min. inhibition, % at 12.5 µM. hit rate 0.54% among 310,000; in the data active means inhibition above about 50%
Target sequence (O96028 whole entry, looked up): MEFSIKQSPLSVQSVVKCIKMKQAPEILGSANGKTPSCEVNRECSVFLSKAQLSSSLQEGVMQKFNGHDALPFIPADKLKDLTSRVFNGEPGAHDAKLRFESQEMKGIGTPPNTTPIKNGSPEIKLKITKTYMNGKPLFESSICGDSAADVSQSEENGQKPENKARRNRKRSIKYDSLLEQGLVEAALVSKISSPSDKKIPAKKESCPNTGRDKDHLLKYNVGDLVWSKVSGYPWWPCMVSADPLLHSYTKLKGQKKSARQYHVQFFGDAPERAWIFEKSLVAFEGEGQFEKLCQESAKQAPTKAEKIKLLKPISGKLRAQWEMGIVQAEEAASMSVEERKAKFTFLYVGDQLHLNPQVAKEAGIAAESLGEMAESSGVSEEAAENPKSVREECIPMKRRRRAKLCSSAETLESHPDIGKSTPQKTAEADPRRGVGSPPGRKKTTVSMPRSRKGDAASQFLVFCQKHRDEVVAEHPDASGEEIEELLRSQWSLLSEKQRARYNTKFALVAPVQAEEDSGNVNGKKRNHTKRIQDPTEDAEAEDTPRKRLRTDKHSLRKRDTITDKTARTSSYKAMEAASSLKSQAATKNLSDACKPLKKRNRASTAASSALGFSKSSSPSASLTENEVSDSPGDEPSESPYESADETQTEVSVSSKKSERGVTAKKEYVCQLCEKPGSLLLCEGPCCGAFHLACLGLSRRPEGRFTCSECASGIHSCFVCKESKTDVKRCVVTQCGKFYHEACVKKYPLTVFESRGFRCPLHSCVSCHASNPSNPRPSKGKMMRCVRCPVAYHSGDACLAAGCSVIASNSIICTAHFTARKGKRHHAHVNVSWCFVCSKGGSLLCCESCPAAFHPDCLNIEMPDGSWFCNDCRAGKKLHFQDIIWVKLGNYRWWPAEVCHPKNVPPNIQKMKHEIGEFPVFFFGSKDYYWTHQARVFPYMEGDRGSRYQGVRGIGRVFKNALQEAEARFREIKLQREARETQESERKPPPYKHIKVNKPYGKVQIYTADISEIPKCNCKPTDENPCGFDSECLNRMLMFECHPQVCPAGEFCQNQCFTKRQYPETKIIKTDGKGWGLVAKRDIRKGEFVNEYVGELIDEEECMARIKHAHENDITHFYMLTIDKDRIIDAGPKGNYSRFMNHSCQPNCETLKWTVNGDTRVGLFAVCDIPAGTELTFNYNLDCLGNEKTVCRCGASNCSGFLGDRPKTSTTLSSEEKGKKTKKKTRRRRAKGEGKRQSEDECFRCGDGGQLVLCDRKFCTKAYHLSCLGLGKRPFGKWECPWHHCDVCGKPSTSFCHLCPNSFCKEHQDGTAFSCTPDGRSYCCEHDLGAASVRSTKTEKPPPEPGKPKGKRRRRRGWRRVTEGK
Numbers without * were called inactive; · = no result given.

#	SMILES	DAGLB inh	PvdQ inh	Keap1 Nrf2 FP	SR-BI DiI inh	PKA-R2B activ	LANA DNA inh	SR-BI uptake up	Arr AP2 block	Cardiac RTF inh	NSD2 inh
1	C#CCOCCOCCOCCNc1nc(N2CCN(C(=O)[C@H](CCC(=O)O)n3cc(CN)nn3)CC2)nc(N2CCN(C(=O)[C@H](CCC(=O)O)n3cc([C@@H](N)[C@H](C)CC)nn3)CC2)n1	0.5	14.9	0.0	-1.6	1.6	-0.8	1.6	6.8	-0.5	·
2	CCC(=O)c1ccc(OCC(O)CNC(C)c2ccccc2)cc1 (centres undefined)	-2.6	1.0	-0.9	9.5	0.8	-0.8	-9.5	31.4	0.2	-3.3
3	CCOC(=O)C1(Cc2cccc(OC)c2)CCCN(C(=O)c2cc(C)[nH]n2)C1 (centres undefined)	-1.9	-17.6	-1.9	-13.4	-4.2	-1.3	13.4	-1.2	-2.2	-0.7
4	CC(=O)c1ccccc1OC(=O)COc1ccc(Cl)cc1C	·	4.6	-43.5	-3.3	·	-1.3	3.3	38.2	·	-5.9
5	COc1ccccc1C(=O)N/C(=C\c1cn(C)c2ccccc12)C(=O)N1CCOCC1	0.9	-2.9	1.9	15.6	-10.9	-0.3	-15.6	-17.6	-6.7	1.5
6	Cc1cc(OC(C)C(=O)NC2CCN(Cc3ccccc3)CC2)c2c(C)cc(=O)oc2c1 (centres undefined)	-1.6	-12.6	-3.8	23.8	-0.8	0.7	-23.8	-2.3	-11.1	·
7	Cc1ccc(S(=O)(=O)/N=C(\CCl)N2CCOCC2)cc1	-1.1	9.8	-2.4	-11.1	-6.9	0.3	11.1	24.6	3.4	·
8	COc1ccccc1CNC(=O)c1ccccc1OC	-0.3	3.6	-1.4	-7.9	-8.4	1.4	7.9	6.2	-0.4	·
9	Cc1cccc(C(=O)OCC(=O)Nc2nccs2)c1	-4.2	-15.9	-2.1	-26.0	1.5	0.8	26.0	-1.8	-3.5	-0.6
10	Cc1ccc(C)c(N2CCN(S(=O)(=O)c3csc(C(N)=O)c3)CC2)c1	4.5	-6.3	3.5	5.9	-8.9	0.3	-5.9	-21.5	-5.4	1.3
11	O=C(NC(Cc1c[nH]c2ccccc12)C(=O)O)/C(=C\c1ccccc1)NC(=O)c1ccccc1 (centres undefined)	-0.7	-10.4	-5.6	·	-8.0	0.6	·	-0.4	6.4	10.7
12	CCOc1ccc(CCNC(=O)C2CCN(c3ccc(N4CCOCC4)nn3)CC2)cc1OCC	-0.7	8.4	-1.0	26.6	-3.2	-0.5	-26.6	6.0	-10.5	-6.4
13	CSC1=N/C(=C\c2ccccc2C)C(=O)S1	-5.7	-10.9	-3.6	-13.6	3.8	1.7	13.6	1.5	-6.1	-1.2
14	Cc1cc2c(cc1S(=O)(=O)CCC(=O)N(C)C1CCCCC1)OCC(=O)N2	0.3	4.8	-6.4	-2.0	-10.1	0.6	2.0	15.9	-3.2	·
15	O=C(NCCCN1CCN(c2cccc(Cl)c2)CC1)C1(S(=O)(=O)c2ccc(Cl)cc2)CC1	0.0	-8.5	-3.2	17.4	1.0	-1.2	-17.4	-8.0	0.8	·
16	CCOc1ccc(S(=O)(=O)N2CCC(C(=O)N3CCN(C)CC3)CC2)cc1Cl	-1.1	-21.4	1.2	0.2	-2.7	-1.8	-0.2	0.5	-0.9	25.8
17	O=C(Nc1cccc(C(F)(F)F)c1)c1ccccc1NC(=O)C1CCCCC1	-2.1	9.0	-0.7	4.6	-10.2	1.4	-4.6	1.5	-8.4	-0.2
18	CCOC(=O)C(=O)Nc1sc(C(=O)N(CC)CC)c(C)c1C#N	-0.5	-10.8	-3.3	1.8	-3.7	1.3	-1.8	-5.4	8.6	1.0
19	CCC(CC)NC(=O)/C=C/c1ccccc1Cl	-5.8	16.6	-0.4	-7.3	-2.8	0.7	7.3	3.9	-4.4	-0.3
20	COc1ccccc1NC(=O)Cn1nc(C)n2cccc2c1=O	0.2	6.8	-1.6	-13.4	-10.0	-0.4	13.4	46.5	-0.9	-0.1
21	CCCCN(C(=O)C1CC1)C1CCS(=O)(=O)C1 (centres undefined)	2.7	-5.5	7.0	2.2	0.6	3.6	-2.2	-22.6	-0.8	1.7
22	CC1CCc2c(sc(NC(=O)/C=C/c3cccs3)c2C(=O)O)C1 (centres undefined)	15.5	-20.9	-6.0	7.5	-4.0	1.7	-7.5	4.3	-7.2	5.3
23	CC1CCN(C2=NC(=O)/C(=C/c3ccccc3F)S2)CC1	0.9	-1.8	-0.5	-3.5	-13.8	0.8	3.5	-6.2	-6.8	9.0
24	CCOC(=O)c1cnc2c(c(C)nn2C)c1Oc1cc(Cl)cc(Cl)c1	-1.2	-11.2	-5.8	18.4	0.5	0.0	-18.4	-16.5	1.7	-1.6

Part of the list above in order of number of heavy atoms, rising.
#	SMILES	DAGLB inh	PvdQ inh	Keap1 Nrf2 FP	SR-BI DiI inh	PKA-R2B activ	LANA DNA inh	SR-BI uptake up	Arr AP2 block	Cardiac RTF inh	NSD2 inh
13	CSC1=N/C(=C\c2ccccc2C)C(=O)S1	-5.7	-10.9	-3.6	-13.6	3.8	1.7	13.6	1.5	-6.1	-1.2
23	CC1CCN(C2=NC(=O)/C(=C/c3ccccc3F)S2)CC1	0.9	-1.8	-0.5	-3.5	-13.8	0.8	3.5	-6.2	-6.8	9.0
18	CCOC(=O)C(=O)Nc1sc(C(=O)N(CC)CC)c(C)c1C#N	-0.5	-10.8	-3.3	1.8	-3.7	1.3	-1.8	-5.4	8.6	1.0
24	CCOC(=O)c1cnc2c(c(C)nn2C)c1Oc1cc(Cl)cc(Cl)c1	-1.2	-11.2	-5.8	18.4	0.5	0.0	-18.4	-16.5	1.7	-1.6

Continuation.
#	SMILES	DAGLB inh	PvdQ inh	Keap1 Nrf2 FP	SR-BI DiI inh	PKA-R2B activ	LANA DNA inh	SR-BI uptake up	Arr AP2 block	Cardiac RTF inh	NSD2 inh
25	CC(C)(C)n1nc2c(c1NC(=O)c1ccc(Br)cc1)CS(=O)C2 (centres undefined)	2.5	-18.5	-7.0	-4.8	-7.7	1.5	4.8	-1.0	-5.0	·
26	COCCn1c(SCC(=O)Nc2ccc(C(N)=O)cc2)nc2c([nH]c3ccccc32)c1=O	-0.9	1.0	-2.0	-20.9	-2.5	2.4	20.9	32.8	-3.8	-1.1
27	O=C(NCc1cccnc1)Nc1ccc(Cl)cc1	-0.7	-6.5	-4.7	2.2	2.5	-0.2	-2.2	26.9	4.0	0.2
28	C[C@@]12CCC[C@@](C)(C(=O)O)C1CC[C@@]13C[C@@H](NCc4ccccc4)[C@@](C)(CCC12)C3 (some centres undefined)	0.1	-14.3	3.2	-17.1	-4.2	0.3	17.1	-7.2	1.4	·
29	O=C(Nc1nnc(-c2ccc(F)cc2)o1)C1CCCN1S(=O)(=O)c1cccs1 (centres undefined)	2.1	-12.3	-4.8	-13.2	7.0	0.3	13.2	-14.1	-3.1	0.3
30	CSc1nc(SCC(=O)NCc2ccco2)c2c3c(sc2n1)COC(C)(C)C3	-0.7	-8.5	-15.8	8.8	-6.1	-0.2	-8.8	-5.3	1.7	0.3
31	Cc1ccc(C(=O)N2CCCCCC2)cc1S(=O)(=O)Nc1ccccc1	0.1	-14.5	-3.7	-17.5	1.4	1.1	17.5	17.5	-2.3	5.0
32	CCCn1cc2c(c1-c1cccc(C)c1)c(=O)n(C)c(=O)n2C	1.2	-1.7	-1.5	0.5	1.7	0.4	-0.5	1.4	-20.5	3.6
33	Cc1cc(=O)oc(C)c1C(=O)NCCC(C)C	-0.1	-8.3	1.4	8.6	-0.9	0.6	30.0	3.3	-1.5	-0.6
34	CCOC(=O)CC(NS(=O)(=O)c1ccc(OC)c(C)c1)c1cccc([N+](=O)[O-])c1 (centres undefined)	-2.1	-4.3	2.4	4.2	0.3	0.9	-4.2	6.1	-7.0	8.5
35	CC(C)c1cc(C(=O)N2CCCC(N3CCN(c4ccc(F)cc4)CC3)C2)n(C)n1 (centres undefined)	-0.8	1.7	2.0	49.2	1.4	0.3	-49.2	-6.4	6.8	2.3
36	NC(=NCc1ccccc1)c1cccc([N+](=O)[O-])c1	-0.4	-9.7	-1.5	-27.2	-10.9	-1.3	27.2	4.4	1.6	-4.0
37	COc1ccc(CNC(=O)c2ccc3nccnc3c2)cc1	-4.0	-3.8	-6.2	-0.2	-0.7	-0.2	0.2	7.8	-4.4	-1.8
38	O=C(c1ccccn1)N1CCN(S(=O)(=O)c2ccc(F)cc2)CC1	-2.5	27.1	-0.8	-5.0	7.5	-0.8	5.0	24.6	-3.1	-0.4
39	CC1C(=O)N2CCCc3cc(NC(=O)COc4ccc(Cl)cc4)cc1c32 (centres undefined)	-9.2	1.6	-3.5	35.8	-3.8	-1.9	-35.8	33.6	-10.1	0.9
40	CN1CCN(Cc2cc(COCc3ccccc3)c3cccnc3c2O)CC1	0.6	5.5	-4.2	11.3	9.8	0.7	-11.3	25.7	-13.6	·
41	COc1ccc(C(=O)NCc2nnc(SC)n2Cc2ccccc2)cc1	2.0	8.4	1.9	5.1	-0.6	1.1	-5.1	32.3	-3.6	-3.0
42	Cc1ccc(OCC(=O)N(Cc2ccccc2)c2c(N)n(Cc3ccccc3)c(=O)[nH]c2=O)c(C)c1	13.8	-9.7	2.0	18.3	-8.2	2.1	-18.3	15.0	6.9	-0.1
43	CN1CCCC1CCNc1ccc2c(=O)c3ccccc3oc2c1 (centres undefined)	2.5	-33.9	0.0	-2.1	-7.9	-2.5	2.1	10.9	-5.5	·
44	COCC(=O)n1cc(C(=O)OC)c2ccccc21	-5.0	-17.5	-2.7	-31.7	1.1	-0.4	31.7	1.1	4.9	0.7

Results in sequence from above.
Entries 37–44 in Cardiac RTF inh read -4.4, -3.1, -10.1, -13.6, -3.6, 6.9, -5.5, 4.9
Entries 37–44 in LANA DNA inh read -0.2, -0.8, -1.9, 0.7, 1.1, 2.1, -2.5, -0.4
Entries 37–44 in SR-BI uptake up read 0.2, 5.0, -35.8, -11.3, -5.1, -18.3, 2.1, 31.7
